Screening results deposited in PubChem BioAssay by National Center for Advancing Translational Sciences (NCATS).
EPAC1 agonist = qHTS for Agonist of cAMP-regulated guanine nucleotide exchange factor 3 (EPAC1): primary screen | 0.073% of 360,000 active | EPAC1 agonist qHTS, biochemical assay; response scale: 100% = response to 6.5 mM cAMP | Rap guanine nucleotide exchange factor 3 (Homo sapiens), O95398 | Potency, µM (series often up to 154 µM), without a hit: at the highest dose activation, hits mostly activators; note: potency is the fitted concentration of half-maximal effect; nearly all actives have a fitted effect of over 60% in size
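Nucleotide exchange by EPAC1 (100 nM) on Rap1B–BODIPY-GDP (250 nM) in the presence of 50 uM GDP is tracked fluorescently at 480/540 nm over 30 min. Signals are normalized to a 6.5 mM cAMP control.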
PI5P4K alpha inh = qHTS for Inhibitors of phosphatidylinositol 5-phosphate 4-kinase (PI5P4K). PI5P4Kalpha enzyme, ADP-Glo luminescence, 60 min; stronger effect = lower value. AID 652105, 2013. Phosphatidylinositol 5-phosphate 4-kinase type-2 alpha (Homo sapiens), P48426. max response, %. 1.2% of 330,000 active; active = max response of -50% or lower; inconclusive = between -30% and -50%; inactive = -30% or higher; note: value at the top dose of about 77 µM; % is set by controls: 0 for no effect and ±100 for the full control effect
Target sequence (P48426 whole entry, looked up): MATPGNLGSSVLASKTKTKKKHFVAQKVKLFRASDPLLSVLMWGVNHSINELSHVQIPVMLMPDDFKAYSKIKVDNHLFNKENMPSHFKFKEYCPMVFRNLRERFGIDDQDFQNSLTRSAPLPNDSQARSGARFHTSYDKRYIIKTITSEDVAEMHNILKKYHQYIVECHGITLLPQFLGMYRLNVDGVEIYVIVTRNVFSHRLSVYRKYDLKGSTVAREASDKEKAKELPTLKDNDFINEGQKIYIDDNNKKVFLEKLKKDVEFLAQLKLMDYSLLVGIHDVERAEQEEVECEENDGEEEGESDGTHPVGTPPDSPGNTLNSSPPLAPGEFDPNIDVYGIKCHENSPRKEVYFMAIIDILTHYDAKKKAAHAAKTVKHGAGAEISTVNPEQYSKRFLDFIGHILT
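Enzyme plus substrate dispensed, test compounds pinned in, then ATP (5 microM final) added. After 60 min at RT, ADP-Glo reagent 1 for 45 min and reagent 2 for 30 min preceded luminescence imaging.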
IL-2 act = qHTS of IL-2 Activators; IL-2 activation reporter assay, cell-based qHTS; stimulated with anti-CD3/CD4/CD28 beads; in transgenic mouse T cells; activation, % (series mostly up to about 46 µM); 0.065% of 360,000 active; AID 652025, 2013; in the data active = activation above about 50%; inconclusive = mostly about 30% to 49%; note: 0% is about no effect
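Quantitative HTS in unstimulated transgenic mouse T cells, with memory T cells as non-tolerant control and PMA/ionomycin as tolerance-bypass control. Compound pretreatment lasted 60 minutes before 18 h bead stimulation; EGFP/DsRed fluorescence read.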
Abeta rescue = qHTS for compounds that reverse cellular toxicity of Amyloid beta (A-beta) peptide in yeast: Primary Screen; yeast expressing A-beta42, growth rescue, OD600, 48 h; response scale: 0% DMSO, 100% iron-clioquinol control; Potency, µM (top dose mostly 46.1 µM), inactives show at the top dose growth rescue, hits mostly activators; 0.063% of 410,000 active; AID 1347071, 2019; note: potency is the fitted concentration of half-maximal effect; nearly all actives have a fitted effect of over 55% in size
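Yeast A-beta toxicity model in growth medium with pinned compounds, 48 h at 30 C; growth read as absorbance at 600 nm. Normalized to FeCl3/clioquinol equimolar mix (positive) and DMSO (negative).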
PLK1 PBD block = qHTS for Inhibitors of PLK1-PDB (polo-like kinase 1 - polo-box domain): Primary Screen; Serine/threonine-protein kinase PLK1 (Homo sapiens), P53350; Plk1 PBD binding of FITC phosphopeptide, fluorescence polarization; Potency, µM, without a hit: max response, negative = inhibition, usual class: inhibitors; 2.8% of 360,000 active; AID 720504, 2013; note: potency is the fitted concentration of half-maximal effect; series mostly up to about 57 µM; % is set by controls: 0 for no effect and ±100 for the full control effect; nearly all actives have a fitted effect of over 65% in size
Target sequence (P53350 whole entry, looked up, the tested form may be a part): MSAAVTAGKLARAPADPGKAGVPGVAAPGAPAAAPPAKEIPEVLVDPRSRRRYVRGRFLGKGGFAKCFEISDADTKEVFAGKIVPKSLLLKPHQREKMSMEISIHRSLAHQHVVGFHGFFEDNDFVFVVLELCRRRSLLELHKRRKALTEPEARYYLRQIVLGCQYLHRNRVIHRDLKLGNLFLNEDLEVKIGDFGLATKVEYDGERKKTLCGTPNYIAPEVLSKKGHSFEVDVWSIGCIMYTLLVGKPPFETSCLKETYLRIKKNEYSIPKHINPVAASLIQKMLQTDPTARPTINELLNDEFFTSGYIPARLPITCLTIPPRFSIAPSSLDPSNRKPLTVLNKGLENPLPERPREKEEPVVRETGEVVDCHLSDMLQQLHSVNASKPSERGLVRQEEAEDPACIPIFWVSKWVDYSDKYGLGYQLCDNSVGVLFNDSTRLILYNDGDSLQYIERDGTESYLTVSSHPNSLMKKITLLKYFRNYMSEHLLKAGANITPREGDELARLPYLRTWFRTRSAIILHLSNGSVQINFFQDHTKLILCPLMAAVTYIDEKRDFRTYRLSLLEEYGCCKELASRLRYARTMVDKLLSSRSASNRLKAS
FUS yeast rescue = qHTS for Suppressors of FUS Proteinopathy: Primary screen using FUS-linked yeast assay. Potency, µM (highest dose often 76.6 µM), for the others: top-dose growth rescue (activation), most hits filed as activators. AID 1347120, 2019. S. cerevisiae FUS-expressing, growth rescue, OD600, 24 h. 0.24% of 390,000 active;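 note: potency is the fitted concentration of half-maximal effect; plate controls were DMSO vehicle for no effect and reference control for full effect; nearly all actives have a fitted effect of over 55% in size; some results filed as inactive show a strong effect at the top dose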
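Yeast expressing FUS under galactose induction, OD 0.005 in 2% galactose medium; compounds in a dilution series, 24 h at 30C. Growth rescue by absorbance at 600 nm; CP55940 positive control, DMSO negative.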
WRN helicase inh = qHTS for Inhibitors of WRN Helicase; Bifunctional 3'-5' exonuclease/ATP-dependent helicase WRN (Homo sapiens), Q14191; 0.46% of 360,000 active; WRN helicase unwinding, fluorescent forked duplex, kinetic; Potency, µM (top dose mostly 114 µM), without a hit: at the highest dose activity change, negative = inhibition, hits mostly inhibitors; note: potency is the fitted concentration of half-maximal effect; % is set by controls: 0 for no effect and ±100 for the full control effect; nearly all actives have a fitted effect of over 55% in size
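Kinetic red-fluorescence monitoring (525/598 nm) tracks WRN helicase activity after 100 nM fluorophore-quencher forked duplex and 2 mM ATP are added to 20 nM enzyme pretreated 15 min at room temperature with compound.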
EPAC1 antagonist = qHTS for Antagonist of cAMP-regulated guanine nucleotide exchange factor 3 (EPAC1): primary screen | Rap guanine nucleotide exchange factor 3 (Homo sapiens), O95398 | AID 720709, 2013 | 0.14% of 360,000 active | EPAC1 GEF assay, Rap1b-BODIPY-GDP exchange fluorescence | Potency, µM (doses to about 115 µM), for the others: at the top dose activity change, negative = inhibition, actives largely listed as inhibitors;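 note: potency is the fitted concentration of half-maximal effect; plate controls were vehicle for no effect and positive control for full effect; nearly all actives have a fitted effect of over 50% in size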
* = called active by the depositor; ? = inconclusive; / = not tested or not shown; & = joins results of further samples. Unless noted, calls come from the whole dose curve; as a rule, active = well fitted curve in the direction sought with a large enough effect; inconclusive = small, poorly fitted or top-dose-only effect, or another doubt; inactive = no such curve, though single readings can be large; an effect the other way counts as inactive or inconclusive.

SMILES | EPAC1 agonist | PI5P4K alpha inh | IL-2 act | Abeta rescue | PLK1 PBD block | FUS yeast rescue | WRN helicase inh | EPAC1 antagonist
COc1ccccc1-c1ccc2c(c1)C(C)(Cc1cccc(C#N)c1)C(=O)N2 (stereo unspecified) | 10% | 1 | -0.5 | 12% | -9% | ? | -8% | -16%
Cc1coc2c1c(C)cc1oc(=O)c(CC(=O)N[C@H](C(=O)O)C(C)C)c(C)c12 | 9% | -2 | 0.7 | -10% | -7% | 7% | 3% | 8%
CCCCC(=O)Nc1cc(C)c(NC(=O)c2cccs2)cn1 | 0% | -1 | -1.0 | 19% | 4% | -5% | -5% | -17%
O=C(CSc1nc2ccccc2c(=O)n1-c1ccccc1Cl)NCC1CCCO1 (stereo unspecified) | -1% | 3 | 1.4 | -9% | -18% | 15% | -6% | -19%
Cc1ccc(C)c(OCCC(=O)N2CCN(S(=O)(=O)c3ccc([N+](=O)[O-])cc3)CC2)c1 | -7% | -2 | 0.8 | -10% | -4% | -9% | 6% | -8%
Cc1ccc(NC(=S)Nc2ccc(S(=O)(=O)Nc3ncccn3)cc2)c(C)c1 | 14% | 1 | -1.6 | ? | -9% | -15% | 6% | -21%
CCCCC[C@@H](C)N1C[C@H](COCc2ccccc2)Oc2cc(N3CCC[C@@H]3CO)ccc2S1(=O)=O | -11% | 18 | -1.0 | 1% | -1% | 43% | -8% | -19%
CCCCCCC1CC(CC(=O)Nc2ccc([N+](=O)[O-])cc2)C(=O)O1 (stereo unspecified) | -13% | 18 | -1.0 | ? | -4% | 7% | ? | -6%
N#Cc1c(N)nc2c(c1-c1ccncc1)CCCC2 | 2% | / | 0.9 | 5% | 1% | 0% | -10% | 1%
O/N=C1/CCSc2ccccc21 | 0% | 12 | 0.6 | 16% | -2% | 7% | -2% | 0%
COc1ccc(S(=O)(=O)N2CCCC(C(=O)N3CCN(Cc4ccccc4)CC3)C2)cc1Cl (stereo unspecified) | 15% | 3 | -2.7 | -3% | -11% | -15% | 1% | -5%
CC(C)CCCC(C)NC(=O)c1cc(S(=O)(=O)N2CCCCC2)ccc1N1CCOCC1 (stereo unspecified) | -9% | 8 | -0.2 | 19% | -1% | ? | -10% | -15%
COCCN(C(=O)C(C)C)c1nnc(-c2ccc(C)cc2)s1 | -8% | 5 | -3.3 | -6% | -2% | 24% | -5% | -23%
Cc1ccc(C(=O)Nc2nc(C)c(C(=O)Nc3ccc4c(c3)CCC4)s2)cc1 | 5% | 7 | -1.3 | 10% | 2% | 34% | -9% | -22%
O=C(Nc1cccc(Cl)c1)c1ccc(Cn2cc(Cl)cn2)cc1 | 0% | -1 | -0.2 | -8% | -7% | / | -5% | -11%

10 entries from above, ordered by SMILES length, descending:
SMILES | EPAC1 agonist | PI5P4K alpha inh | IL-2 act | Abeta rescue | PLK1 PBD block | FUS yeast rescue | WRN helicase inh | EPAC1 antagonist
CCCCC[C@@H](C)N1C[C@H](COCc2ccccc2)Oc2cc(N3CCC[C@@H]3CO)ccc2S1(=O)=O | -11% | 18 | -1.0 | 1% | -1% | 43% | -8% | -19%
COc1ccc(S(=O)(=O)N2CCCC(C(=O)N3CCN(Cc4ccccc4)CC3)C2)cc1Cl (stereo unspecified) | 15% | 3 | -2.7 | -3% | -11% | -15% | 1% | -5%
CC(C)CCCC(C)NC(=O)c1cc(S(=O)(=O)N2CCCCC2)ccc1N1CCOCC1 (stereo unspecified) | -9% | 8 | -0.2 | 19% | -1% | ? | -10% | -15%
COc1ccccc1-c1ccc2c(c1)C(C)(Cc1cccc(C#N)c1)C(=O)N2 (stereo unspecified) | 10% | 1 | -0.5 | 12% | -9% | ? | -8% | -16%
CCCCCCC1CC(CC(=O)Nc2ccc([N+](=O)[O-])cc2)C(=O)O1 (stereo unspecified) | -13% | 18 | -1.0 | ? | -4% | 7% | ? | -6%
O=C(CSc1nc2ccccc2c(=O)n1-c1ccccc1Cl)NCC1CCCO1 (stereo unspecified) | -1% | 3 | 1.4 | -9% | -18% | 15% | -6% | -19%
COCCN(C(=O)C(C)C)c1nnc(-c2ccc(C)cc2)s1 | -8% | 5 | -3.3 | -6% | -2% | 24% | -5% | -23%
CCCCC(=O)Nc1cc(C)c(NC(=O)c2cccs2)cn1 | 0% | -1 | -1.0 | 19% | 4% | -5% | -5% | -17%
N#Cc1c(N)nc2c(c1-c1ccncc1)CCCC2 | 2% | / | 0.9 | 5% | 1% | 0% | -10% | 1%
O/N=C1/CCSc2ccccc21 | 0% | 12 | 0.6 | 16% | -2% | 7% | -2% | 0%

The results go on:
SMILES | EPAC1 agonist | PI5P4K alpha inh | IL-2 act | Abeta rescue | PLK1 PBD block | FUS yeast rescue | WRN helicase inh | EPAC1 antagonist
CN(C(=O)Cn1cc(C(F)(F)F)ccc1=O)c1c(N)n(Cc2ccccc2)c(=O)[nH]c1=O | -5% | 0 | -1.0 | -2% | -1% | 12% | 4% | -4%
COc1cccc(S(=O)(=O)Nc2ccc(C(=O)N3CCCCCC3)cc2)c1 | 0% | -2 | 0.3 | -12% | -6% | 29% | 6% | -2%
CC(C(=O)N1CCOCC1)N1C(=O)C2C3CC(C(Br)C3Br)C2C1=O (stereo unspecified) | -9% | 4 | -2.3 | -10% | -6% | 5% | -1% | -20%
O=c1c2ccccc2nc(SCc2ccc([N+](=O)[O-])cc2)n1CCCO | -10% | 10 | -3.1 | -2% | -17% | / | -36% | 4%
Cc1ccccc1-c1csc(C(O)c2ccccc2)n1 (stereo unspecified) | 0% | 7 | -0.3 | 4% | -12% | -4% | 4% | -21%
CSc1nc(-c2ccccc2)nn1S(=O)(=O)c1ccccc1 | -2% | -9 | -2.8 | 4% | -4% | -5% | 2% | -1%
Cc1ccc(NC(=O)c2ccc(OC(=O)COc3ccc(Cl)c(C)c3)cc2)cc1 | -1% | -4 | 0.0 | 12% | 0% | / | -1% | 0%
COc1ccccc1OCCNC(=O)CN1C(=O)NC2(CCCC2)C1=O | -3% | -5 | -3.4 | 8% | -5% | -15% | 0% | -1%
COc1cc2ccccc2cc1C(=O)Nc1ccc(O)cc1 | 3% | -3 | -0.3 | 11% | -12% | 2% | -14% | -22%
O=C(NCC1CCCO1)C(=O)NCC(c1ccco1)N1CCN(c2ccccc2F)CC1 (stereo unspecified) | -7% | -3 | -3.7 | 11% | 1% | 13% | 10% | -10%
C[C@H](NS(=O)(=O)c1ccc(Cl)cc1)C(=O)OCC(=O)N1CCOCC1 | 4% | -9 | -0.8 | 2% | -9% | -20% | 7% | -6%
CCc1c(C(=O)NNC(=S)Nc2ccc(S(=O)(=O)Nc3ncccn3)cc2)csc1C | -9% | -2 | -3.2 | 10% | -11% | 21% | -3% | 17%
COCCOC(=O)C1=C(C)NC2(O)c3ccccc3C(=O)C12O (stereo unspecified) | -3% | 6 | -2.2 | 16% | -13% | 4% | -1% | 0%
O=C(Nc1ccncc1)c1cc(C2CCCCN2C(=O)CCc2ccccc2)on1 (stereo unspecified) | -3% | 0 | -0.5 | -18% | -11% | -8% | 4% | -10%
NC(=O)C1Cc2ccccc2CN1S(=O)(=O)c1ccc(Cl)s1 (stereo unspecified) | -3% | 3 | -0.4 | 5% | -5% | 1% | -22% | -18%
CC(=O)NCCNc1nc2c(-c3cccc(C(F)(F)F)c3)nnn2c2ccccc12 | 0% | -5 | -2.5 | -8% | 2% | -9% | -1% | 4%
CCCN1CCN(CCCNC(=O)CN2C(=O)C(CC)Oc3ccccc32)CC1 (stereo unspecified) | 4% | 3 | -0.2 | 14% | -11% | -10% | -1% | 14%
O=c1cc(CN2CC(O)Cc3ccc4ccccc4c32)nc2sccn12 (stereo unspecified) | -5% | -5 | -1.1 | -11% | -8% | 25% | 0% | 8%
COc1ccc(CC(=O)NCCc2ccc(OC)c(OC)c2)cc1 | 1% | -2 | 0.6 | -11% | 0% | 3% | 2% | -7%
CC(SC(C)C(=O)NN=Cc1ccc(F)cc1)C(=O)NN=Cc1ccc(F)cc1 (stereo unspecified) | -1% | 1 | -0.6 | -8% | 4% | -4% | -10% | -10%
COC(=O)c1cnc(Oc2ccc(NC(=O)NC(=O)c3c(OC)cccc3OC)cc2)cc1C(F)(F)F | -2% | 9 | 1.0 | 20% | 6% | 3% | -3% | -9%
COC(=O)c1ccccc1NC(=O)NC1CCC(C)CC1 (stereo unspecified) | 3% | 3 | -1.6 | 3% | -1% | -32% | 3% | -1%
COc1ccc(NC(=O)c2ccc(Br)c(S(=O)(=O)N3CCOCC3)c2)cc1 | -7% | 2 | -4.9 | -8% | ? | 3% | -11% | 10%
Cc1ccc(C)c(NC(=O)c2cc(-c3cc(C)c(C)cc3O)n[nH]2)c1 | 5% | 0 | -1.7 | -1% | -13% | -25% | 6% | -4%
O=C(CCNS(=O)(=O)c1ccccc1)NNC(=O)COc1ccc(Cl)cc1 | -11% | -3 | -0.1 | -7% | 4% | 4% | 2% | 5%
COc1ccc(CC(=O)N2CCC3(CC2)NCCc2[nH]cnc23)cc1 | 13% | 4 | 0.9 | 0% | ? | -16% | 1% | -22%
CCCn1c(SCC(=O)Nc2sc(C)c(C)c2C(=O)OCC)nc2c1c(=O)n(C)c(=O)n2C | 0% | 2 | 0.5 | 13% | 0% | 4% | -4% | 4%
CC1CCCN(C(=O)C2CCN(CC3CC=CCC3)CC2)C1 (stereo unspecified) | 3% | -5 | 0.2 | -4% | -7% | -9% | 4% | 8%
CCc1ccc(NC(=O)Cn2ccn(-c3cccc(Cl)c3)c(=O)c2=O)cc1 | 5% | -1 | -1.4 | 11%&11% | -11% | -17%&0% | -2% | 7%
